IMPase Li cell = IMPase inhibition in cells with lithium potentiation. CHO-M1 cells, IP1 TR-FRET (IP-One), carbachol + lithium. Potency, µM (top dose mostly 59.4 µM), without a hit: top-dose activity, negative = IMPase inhibition, usual class: inhibitors. hit rate 0.35% among 210,000. AID 1457;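 further: IP1 builds up when IMPase is blocked and the TR-FRET signal falls; plate controls were basal vehicle for no effect and high inhibitor control for full effect; nearly all actives have a fitted effect of over 50% in size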
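Lithium-sensitised IP1 accumulation assay; M1-expressing CHO cells treated 30 min at 37C with compound. Competitive antibody detection by time-resolved FRET followed a 10 min room-temperature lysis step.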
KinaseGlo FLuc = Kinase-Glo luciferase inhibition (counter-screen); Kinase-Glo luciferase, ATP luminescence, 8 min; hit rate 0.28% among 200,000; Potency, µM (highest dose often 38.3 µM), for the others: at the top dose activity change, negative = inhibition, most hits filed as inhibitors; Q27757; AID 1379; further: nearly all actives have a fitted effect of over 60% in size
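Luminescence was the read-out, taken after 8-minute incubation at ambient temperature. Luciferase turned over luciferin with 10 uM ATP in imidazole pH 7.2 buffer containing KCl, MgCl2, Tween 20 and BSA.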
Starred values were filed as active, the others as inactive; ? = inconclusive; [ ] = remark or other dose. The call rests on the fitted dose curve; in most records, active means well fitted curve in the direction sought with a large enough effect; inconclusive means small, poorly fitted or top-dose-only effect, or another doubt; inactive means no such curve, though single readings can be large; an effect the other way counts as inactive or inconclusive. Unless noted, on the % scale 0 is the no-effect control and ±100 the full control effect; potency means the concentration at half of the fitted maximal effect. The list is partial. The share of hits here may be higher or lower than overall.

SMILES	IMPase Li cell	KinaseGlo FLuc
CC(C)CCC[C@@H](C)[C@@H]1CC[C@@H]2[C@H]3CC[C@H]4C[C@@H](N)CC[C@@]4(C)[C@@H]3CC[C@]21C	-13%	0%[7.66 µM]
O=C(O)[C@@H]1[C@@H](C(=O)NCc2ccccn2)[C@@H]2C=C[C@@H]1O2	0%	-2%[7.66 µM]
Cn1cnc([N+](=O)[O-])c1Sc1nc(N)nc2c1ncn2Cc1ccccc1	-19%	-7%[7.66 µM]
O=C1O[C@@H]([C@H](O)[C@H](O)[C@H](O)CO)[C@@H](O)[C@@H]1O	5%	-6%[7.66 µM]
O=C(O)COc1c(Cl)cc(Cl)c2cccnc12	0%	-5%[7.66 µM]
C[N+]1(C)CCc2cc(O)c(O)cc2[C@H]1Cc1ccc(O)c(O)c1	17%	-2%[7.66 µM]
CN(C)C[C@@H](O)c1ccc(Cl)c2ccccc12	7%	-4%[7.66 µM]
O=C(O)[C@H](Cc1ccccc1)N1C(=O)c2ccccc2C1=O	-3%	-6%[7.66 µM]
Oc1cccnc1CN1CCCCC1	-7%	-1%[7.66 µM]
O=C(O)c1cc(C(=O)C(=O)c2cc(C(=O)O)c(O)c3ccccc23)c2ccccc2c1O	-4%	-2%[7.66 µM]

Quoted at random: 3 compounds from above, in no set order.
SMILES	IMPase Li cell	KinaseGlo FLuc
O=C(O)COc1c(Cl)cc(Cl)c2cccnc12	0%	-5%[7.66 µM]
Cn1cnc([N+](=O)[O-])c1Sc1nc(N)nc2c1ncn2Cc1ccccc1	-19%	-7%[7.66 µM]
CN(C)C[C@@H](O)c1ccc(Cl)c2ccccc12	7%	-4%[7.66 µM]

7 compounds already listed, ordered by molar mass, descending.
SMILES	IMPase Li cell	KinaseGlo FLuc
O=C(O)c1cc(C(=O)C(=O)c2cc(C(=O)O)c(O)c3ccccc23)c2ccccc2c1O	-4%	-2%[7.66 µM]
CC(C)CCC[C@@H](C)[C@@H]1CC[C@@H]2[C@H]3CC[C@H]4C[C@@H](N)CC[C@@]4(C)[C@@H]3CC[C@]21C	-13%	0%[7.66 µM]
Cn1cnc([N+](=O)[O-])c1Sc1nc(N)nc2c1ncn2Cc1ccccc1	-19%	-7%[7.66 µM]
C[N+]1(C)CCc2cc(O)c(O)cc2[C@H]1Cc1ccc(O)c(O)c1	17%	-2%[7.66 µM]
O=C(O)[C@H](Cc1ccccc1)N1C(=O)c2ccccc2C1=O	-3%	-6%[7.66 µM]
O=C(O)[C@@H]1[C@@H](C(=O)NCc2ccccn2)[C@@H]2C=C[C@@H]1O2	0%	-2%[7.66 µM]
CN(C)C[C@@H](O)c1ccc(Cl)c2ccccc12	7%	-4%[7.66 µM]

(further entries)
SMILES	IMPase Li cell	KinaseGlo FLuc
COc1ccc(N(CC(=O)O)N=O)cc1	-1%	1%[7.66 µM]
O=C(O)[C@H](C1NCCS1)N1Cc2ccccc2C1 (stereo partly specified)	-7%	0%[7.66 µM]
CN(C)c1ccc(/C=N\NC(=O)c2cnc3ccccc3c2)cc1	0%	-4%[7.66 µM]
NCCC1([N+](=O)[O-])CCNCC1	3%	-6%[7.66 µM]
O=c1[nH]cc(CS(=O)(=O)Cc2c[nH]c(=O)[nH]c2=O)c(=O)[nH]1	-10%	0%[7.66 µM]
O=C(CSc1nc2ccccc2s1)c1sc2sc3ccccc3[n+]2c1O	-27%	-4%[7.66 µM]
CN(C)S(=O)(=O)c1ccc(Nc2ccc(O)c3c2C(=O)c2c([N+](=O)[O-])ccc(O)c2C3=O)cc1	12%	-19%[7.66 µM]
CN(C)CCCN1c2ccc3ccccc3c2Sc2cccc(Cl)c21	-11%	-4%[7.66 µM]
CCCCNN	9%	-2%[7.66 µM]
Nc1nc2nc3c(nc2c(=O)[nH]1)CN(c1ccc(C(=O)O)cc1)C3=O	-5%	-3%[7.66 µM]

Next part, overlapping the part above by 2 compounds.
SMILES	IMPase Li cell	KinaseGlo FLuc
CCCCNN	9%	-2%[7.66 µM]
Nc1nc2nc3c(nc2c(=O)[nH]1)CN(c1ccc(C(=O)O)cc1)C3=O	-5%	-3%[7.66 µM]
Cc1ccc2nc(-c3ccc(NC(=O)c4ccc(N)cc4)c(S(=O)(=O)O)c3)sc2c1	-16%	0%[7.66 µM]
CC(C)Cn1cnc2c(SCc3ccccn3)nc(N)nc21	1%	1%[7.66 µM]
O=C(O)C12CC3(C(=O)O)CC(C(=O)O)(CC(C(=O)O)(C1)C3=O)C2=O	-1%	-4%[7.66 µM]
O=C(Nc1ccc(-c2cn3ccccc3n2)cc1)c1cc(Br)ccc1O	16%	-2%[7.66 µM]
COc1cc(C)cc2c(-c3c(O)cc(O)c4c3C[C@H](C)N[C@@H]4C)cc(-c3cc(-c4c(O)cc(O)c5c4C[C@H](C)N[C@@H]5C)c4cc(C)cc(OC)c4c3O)c(O)c12	8%	-4%[7.66 µM]
Cc1cc2ccccc2c[n+]1CC(O)C[n+]1cc2ccccc2cc1C	17%	-5%[7.66 µM]
C[N+](C)([O-])CCC=C1c2ccccc2CCc2ccccc21	11%	-3%[7.66 µM]
O=S(=O)(O)c1ccc(O)c2ncccc12.O=S(=O)(O)c1ccc(O)c2ncccc12.[Zn]	29%	-6%[7.66 µM]
Oc1c(C(O)(c2ccccc2)c2ccc3ccccc3c2O)ccc2ccccc12	3%	-4%[7.66 µM]
O=C(O)[C@H](CCc1ccccc1)N1C(=O)c2ccccc2C1=O	0%	-3%[7.66 µM]
C[C@@H](C(=O)O)/C(=C/c1ccc2c(c1)OCO2)C(=O)O	10%	-7%[7.66 µM]
N=C(N)SCc1ccc(Cl)cc1Cl (tested in a mixture with another compound)	-2%	-3%[7.66 µM]
O=C(O)[C@@H]1Cc2c([nH]c3ccccc23)[C@@H](CCCCO)N1	-3%	-1%[7.66 µM]
N[C@@H](CNO)C(=O)O	-3%	-1%[7.66 µM]
OC1(C(O)(c2ccc(-c3ccccc3)cc2)c2ccc(-c3ccccc3)cc2)CCCCC1	17%	-5%[7.66 µM]
c1ccc(SC(Sc2ccccc2)c2ccc3c(c2)OCO3)cc1	9%	-5%[7.66 µM]
O=C1c2ccccc2N[C@H](c2cc(Cl)cc(Cl)c2O)N1CCc1ccccn1	7%	-4%[7.66 µM]
O=C(O)CC[C@@H](C(=O)O)N1C(=O)[C@@H]2[C@@H]3CC[C@H](C3)[C@@H]2C1=O	-3%	-1%[7.66 µM]
CC(C)C(O)(C(C)C)C(C)C	-4%	-2%[7.66 µM]
Cc1ccc(S(=O)(=O)Nc2ccccc2C(=O)c2ccc(C)c(C)c2)cc1	14%	-6%[7.66 µM]

Compound profiles, as listed above. Order of screens: IMPase Li cell	KinaseGlo FLuc
c1ccc(SC(Sc2ccccc2)c2ccc3c(c2)OCO3)cc1 as listed: 9%	-5%[7.66 µM]
O=C(O)[C@@H]1Cc2c([nH]c3ccccc23)[C@@H](CCCCO)N1 as listed: -3%	-1%[7.66 µM]
OC1(C(O)(c2ccc(-c3ccccc3)cc2)c2ccc(-c3ccccc3)cc2)CCCCC1 as listed: 17%	-5%[7.66 µM]

(list continues)
SMILES	IMPase Li cell	KinaseGlo FLuc
c1c[nH]c(CN2CCN(Cc3ncc[nH]3)CC2)n1	-9%	-4%[7.66 µM]
CSCC[C@@H](C(=O)O)N(C)C	-5%	0%[7.66 µM]
N/N=C1/c2ccccc2N[C@H]1OC(=O)Nc1cccc(Cl)c1	-2%	-1%[7.66 µM]
C(=Nc1ccc2c(c1)Cc1ccccc1-2)c1ccccn1	3%	0%[7.66 µM]
Cn1c(=O)c2[nH]c(CCCCC(=O)O)nc2n(C)c1=O	4%	-2%[7.66 µM]
CC(C)CCNc1ncnc2[nH]ncc12	-2%	-1%[7.66 µM]
N[C@@H](CCCCO)C(=O)O	4%	-5%[7.66 µM]
CN(C)Cc1c[nH]c2nc[nH]c(=O)c12	-8%	-1%[7.66 µM]
O=C(O)CC(CC(=O)O)C(=O)O	-5%	-2%[7.66 µM]
Cc1ccc(S(=O)(=O)N[C@H](CO)C(=O)O)cc1	-4%	-3%[7.66 µM]
C[C@H](NCCN(C)C)[C@@H]1CCC2C3CCc4cc(O)ccc4[C@H]3CCC21C (stereo partly specified)	8%	-1%[7.66 µM]
Cc1c(Cl)cccc1NC(=O)C[C@H]1Sc2ccccc2NC1=O	-6%	-4%[7.66 µM]
C[C@@H]1c2ccccc2Cn2cc3c(c21)C(=O)c1cccc(OP(=O)(O)OCc2ccccc2)c1C3=O	-4%	-3%[7.66 µM]
CC1CCC(C(=O)O)([C@H](Br)C(=O)O)CC1 (stereo partly specified)	-7%	0%[7.66 µM]
Cc1c2cnccc2c(C)c2c1c1ccccc1n2CCOC(=O)c1ccccc1	-4%	0%[7.66 µM]
O=C(O)c1cc(N=Cc2ccccc2O)cc(C(=O)O)c1	-6%	-7%[7.66 µM]
Cc1c(S(=O)(=O)O)ccc(N=Nc2c(O)c(C(=O)O)cc3ccccc23)c1Cl	-10%	-1%[7.66 µM]
O=S(=O)(O)c1ccc2c(N=Nc3c(O)ccc4ccccc34)cccc2c1	2%	-7%[7.66 µM]
O=[N+]([O-])c1cc(Cc2cc([N+](=O)[O-])c3cccnc3c2O)c(O)c2ncccc12	6%	-6%[7.66 µM]
N/C(CC/C(N)=N/O)=N\O	-2%	-7%[7.66 µM]
CC(C)(C)COS(=O)OCC(C)(C)C	2%	-5%[7.66 µM]
C[C@@H]1CCCC(CC(=O)O)(CC(=O)O)C1	0%	-2%[7.66 µM]
Clc1ccccc1/C=C\c1ccnc2ccccc12	1%	-6%[7.66 µM]
O=S(=O)(O)c1cc(S(=O)(=O)O)c2c(N=Nc3cccc4ccccc34)c(O)ccc2c1	-6%	?
NC(=O)/N=C(\N)NC(=O)c1ccccc1	-5%	-1%[7.66 µM]
CC(CCN)(CCN)[N+](=O)[O-]	5%	-5%[7.66 µM]
CCN=C(N)CSS(=O)(=O)O	-3%	-4%[7.66 µM]
O=C1NC(=O)[C@@](Cc2ccccc2)(c2cccnc2)N1	-2%	-2%[7.66 µM]
O=C(O)Cn1ccnc1[N+](=O)[O-]	-2%	-2%[7.66 µM]
CC(=O)/C(=N\N=C(N)N)c1ccccc1	4%	-6%[7.66 µM]
COc1ccc2c(c1)CN([C@H](C)[C@@H]1CC[C@@H]3[C@H]4CC[C@H]5C[C@@H](O)CC[C@@]5(C)[C@H]4CC[C@]31C)CO2	13%	-2%[7.66 µM]
Clc1ccc(C=Nc2ccc3c(c2)Cc2ccccc2-3)c(Cl)c1	-4%	-1%[7.66 µM]
N#CC(C#N)=NNc1ccc2cn[nH]c2c1	-1%	-1%[7.66 µM]
NS(=O)(=O)c1ccc(NC(=O)Nc2cccc3ccccc23)cc1	2%	-4%[7.66 µM]
O=C1c2ccccc2[C@@H]([C@@H]2c3ccccc3C(=O)c3cc(Br)ccc32)c2ccc(Br)cc21	8%	-7%[7.66 µM]
O=C(O)c1nnsc1-c1csnn1	17%	2%[7.66 µM]
C[C@@]12C[C@H](O)C3[C@H](CCC4=CC(=O)CC[C@]43C)[C@H]1CC[C@@H]2c1csc(N)n1 (stereo partly specified)	14%	1%[7.66 µM]
Cn1cnc([N+](=O)[O-])c1[Se]c1nc(N)nc2c1ncn2[C@@H]1O[C@@H](CO)[C@H](O)[C@@H]1O	-3%	-7%[7.66 µM]
C[C@@H](CS(=O)(=O)Cc1ccccc1)C(N)=O	-2%	-4%[7.66 µM]
CN(C)CCC[C@@H]1c2ccccc2Oc2ccc(C(F)(F)F)cc21	22%	-4%[7.66 µM]
[N-]=[N+]=CC(=O)COC(=O)c1ccccc1	3%	-1%[7.66 µM]
O=C(O)c1cc(Cl)cc(Cc2cc(Cl)cc(C(=O)O)c2O)c1O	-2%	-2%[7.66 µM]
C[C@H](CC(=O)O)C(C(=O)O)C(=O)O	-10%	-9%[7.66 µM]
NC(N)=NC(N)=Nc1ccccc1 (tested in a mixture with another compound)	0%	0%[7.66 µM]
NCCSS(=O)(=O)CCN	-3%	1%[7.66 µM]
N#CC(C#N)=CNCCN1CCN(C=C(C#N)C#N)CC1	2%	-4%[7.66 µM]
NCc1nnn(Cc2ccccc2)c1N	5%	0%[7.66 µM]
O=C(O)c1ccc(OCc2ccccc2)c(Cl)c1	-3%	-4%[7.66 µM]
C[C@H](CN(C)C)C(=O)c1ccccc1C(=O)O	-3%	-9%[7.66 µM]
Nc1nc(-c2ccccc2)c(-c2ccccc2)c(-c2nc(N)nc(-c3ccccc3)c2-c2ccccc2)n1	-8%	-2%[7.66 µM]
O=C(O)c1oc(C(=O)O)c(C(=O)O)c1C(=O)O	5%	1%[7.66 µM]
